Screening results from PubChem.
PV pol inh = inhibitors of poliovirus RNA polymerase binding and polymerization. % elongation, % (compound at 16.7 µg/mL). P03300. poliovirus polymerase elongation, fluorescence polarization; stronger effect = lower value. 150,000 tested, 0.66% active; in the data active means % elongation below about 90%; further: some results filed as inactive read as strong as hits
Target sequence (P03300 1749-2209 limits assumed): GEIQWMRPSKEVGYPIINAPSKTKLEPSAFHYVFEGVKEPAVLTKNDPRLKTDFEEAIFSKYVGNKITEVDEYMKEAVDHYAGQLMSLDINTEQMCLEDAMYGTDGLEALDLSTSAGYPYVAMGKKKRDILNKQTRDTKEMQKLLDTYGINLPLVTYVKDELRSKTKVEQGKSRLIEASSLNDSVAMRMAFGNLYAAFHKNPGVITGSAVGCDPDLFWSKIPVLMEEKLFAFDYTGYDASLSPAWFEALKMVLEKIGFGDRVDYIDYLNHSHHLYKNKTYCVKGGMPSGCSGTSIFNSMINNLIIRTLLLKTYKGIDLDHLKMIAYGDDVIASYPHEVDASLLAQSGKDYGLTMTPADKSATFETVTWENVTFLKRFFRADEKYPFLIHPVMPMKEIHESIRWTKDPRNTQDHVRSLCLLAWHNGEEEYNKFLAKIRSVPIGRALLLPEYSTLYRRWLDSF
PV pol inh FP z-score = recorded beside PV pol inh, whose call it bears; z-score; measured here: FP z-score; hits read low
* marks the source's active call; other numbers are inactive results.

The first 18 entries, to show the layout:
SMILES | PV pol inh | PV pol inh FP z-score
CCCn1c(=O)n(-c2cc(Cl)c(OC)cc2OC)c(=O)c2c3c(sc21)CN(C(C)=O)CC3 | 103 | -0.5
O=C(Nc1ccc(F)c(F)c1)c1cc(S(=O)(=O)NCc2ccc3c(c2)OCO3)ccc1F | 112 | 1
Cc1ccc2cc3cc(C(=O)NCC4(c5ccccc5)CCCC4)oc3nc2c1 | 103 | 0.3
O=C(CSc1ccc(Cl)cc1)Nc1cccc(Cl)c1 | 107 | 0.2
CCOc1c(Cl)cnn(-c2ccccc2)c1=O | 103 | 1.1
COc1ccc2c(c1)O/C(=C\c1cccc(OC(=O)N3CCOCC3)c1)C2=O | 98 | -1
C=CCn1c(SCc2ccccc2C#N)nc2scc(-c3cccs3)c2c1=O | 97 | -0.7
c1cc2c(cc1-c1nnc(NC3CCCCC3)o1)OCO2 | 99 | -0.3
O=C(N/N=C/c1ccco1)c1cccc(NC(=O)c2cccc(Cl)c2)c1 | 103 | 0.4
Cc1cccc(CN2CCN(CC(=O)O)C2=O)c1 | 103 | 1.1
Cn1ccnc1SCC(=O)c1ccc(NS(C)(=O)=O)cc1 | 102 | 0
O=S(=O)(Cc1ccc(Cl)cc1)CC(O)COc1ccc(F)cc1 (stereo not given) | 102 | -0.2
COC(=O)c1ccc(NC(=O)C(C)N2Cc3ccccc3C2=O)cc1 (stereo not given) | 102 | -1.2
CC1(C)CC(=O)C2=C(C1)OC(N)=C(C#N)C21CCCCC1 | 101 | -0.2
O=C(O)c1ccsc1 | 101 | -0.3
CCOC(=O)c1c(C)oc2c1cc(NS(=O)(=O)c1ccc(C)cc1)c1ccccc12 | 107 | 0.3
c1ccc2sc(C3CCCNC3)nc2c1 (stereo not given) | 105 | 0.5
NC(=O)C1CCN(C(=O)CN(Cc2ccccc2)S(=O)(=O)c2ccccc2)CC1 | 98 | -0.8

The whole of this part, repeating the preview:
SMILES | PV pol inh | PV pol inh FP z-score
CCCn1c(=O)n(-c2cc(Cl)c(OC)cc2OC)c(=O)c2c3c(sc21)CN(C(C)=O)CC3 | 103 | -0.5
O=C(Nc1ccc(F)c(F)c1)c1cc(S(=O)(=O)NCc2ccc3c(c2)OCO3)ccc1F | 112 | 1
Cc1ccc2cc3cc(C(=O)NCC4(c5ccccc5)CCCC4)oc3nc2c1 | 103 | 0.3
O=C(CSc1ccc(Cl)cc1)Nc1cccc(Cl)c1 | 107 | 0.2
CCOc1c(Cl)cnn(-c2ccccc2)c1=O | 103 | 1.1
COc1ccc2c(c1)O/C(=C\c1cccc(OC(=O)N3CCOCC3)c1)C2=O | 98 | -1
C=CCn1c(SCc2ccccc2C#N)nc2scc(-c3cccs3)c2c1=O | 97 | -0.7
c1cc2c(cc1-c1nnc(NC3CCCCC3)o1)OCO2 | 99 | -0.3
O=C(N/N=C/c1ccco1)c1cccc(NC(=O)c2cccc(Cl)c2)c1 | 103 | 0.4
Cc1cccc(CN2CCN(CC(=O)O)C2=O)c1 | 103 | 1.1
Cn1ccnc1SCC(=O)c1ccc(NS(C)(=O)=O)cc1 | 102 | 0
O=S(=O)(Cc1ccc(Cl)cc1)CC(O)COc1ccc(F)cc1 (stereo not given) | 102 | -0.2
COC(=O)c1ccc(NC(=O)C(C)N2Cc3ccccc3C2=O)cc1 (stereo not given) | 102 | -1.2
CC1(C)CC(=O)C2=C(C1)OC(N)=C(C#N)C21CCCCC1 | 101 | -0.2
O=C(O)c1ccsc1 | 101 | -0.3
CCOC(=O)c1c(C)oc2c1cc(NS(=O)(=O)c1ccc(C)cc1)c1ccccc12 | 107 | 0.3
c1ccc2sc(C3CCCNC3)nc2c1 (stereo not given) | 105 | 0.5
NC(=O)C1CCN(C(=O)CN(Cc2ccccc2)S(=O)(=O)c2ccccc2)CC1 | 98 | -0.8
N#Cc1cc(C(=O)c2cccs2)c2nc3ccccc3n2c1N | 43 | -9.9
Cc1ccc(-n2cc(-c3ccccc3)c3c(NN4CCOCC4)ncnc32)cc1Cl | 102 | 0.2
Cc1cccc(NC(=O)C2CCN(c3nnc(C)c4c(C)n(-c5ccccc5)nc34)CC2)c1C | 105 | -0.6
COc1ccccc1NNC(=O)C1CCCCC1 | 103 | 0.4
COc1ccc(/C=N/NC(=O)CSc2nc3ccccc3o2)cc1OC | 104 | 0.8
Cc1cccc2nc(Cn3c(=O)n(CCC(=O)NCc4ccco4)c(=O)c4ccccc43)cc(=O)n12 | 101 | 0
COc1ccc(CNC(=O)c2cc3cccc(OC)c3oc2=O)cc1 | 100 | -0.6
CC1CCN(CCNS(=O)(=O)c2ccc3c(c2)CCCC(=O)N3)CC1 | 104 | 1.7
O=C(NCCCN1CCCCC1)c1ccc(-n2ccc3ccccc32)s1 | 100 | -0.5
OC(CN1CCN(c2nc3ccc(Cl)cc3s2)CC1)Cn1ccc2ccccc21 (stereo not given) | 105 | 1
COC(=O)c1ccc(CS(=O)(=O)c2ccc(Br)cc2)o1 | 100 | -0.2
CCCCn1c(=S)[nH]c2c1c(=O)[nH]c(=O)n2C | 102 | 0
Cc1cccc(Cn2c(SCc3ccc(C(=O)N4CCCCCC4)cc3)nc3ccncc32)c1 | 100 | -0.9
COc1cccc2cc(-c3cn(-c4ccc(F)c(F)c4)c(=S)[nH]3)c(=O)oc12 | 103 | 0.4
CC(CC(=O)O)CC1=NS(=O)(=O)c2ccccc2N1 (stereo not given) | 101 | -0.2
Cc1noc2ccccc12 | 106 | 0.5
Cc1cc(C)n(-c2nc3cc(Cl)ccc3nc2NCc2ccc3c(c2)OCO3)n1 | 101 | -0.2
CCOc1ccc(-c2cc(NC(=O)Nc3ccccc3C(F)(F)F)c(C(=O)OC)s2)cc1 | 107 | 0.2
CCn1nnc(-c2ccccc2N)n1 | 103 | 0.7
CCOc1ccc(NC(=O)Cn2nc(-c3ccncc3)ccc2=O)cc1 | 108 | 0.1
CCOC(=O)Cc1csc(C)n1 | 99 | -0.7
CCOC(=O)/C(C#N)=N\Nc1ccccc1OC | 104 | 0.5
CC(C)C(NC(=O)c1ccco1)C(=O)Nc1sc2c(c1C(N)=O)CCC2 (stereo not given) | 95 | -0.5
CCc1ccc(N2C(=O)CC(Sc3nnc(N)s3)C2=O)cc1 (stereo not given) | 101 | 0.3
CC(C)c1ccc(NC(=O)COn2nnc3ccccc32)cc1 | 99 | -0.6
CCOc1ccc(NC(=O)CN2CCN(C3CCCCC3)C(=O)C2=O)cc1 | 102 | -0.9
COC(=O)/C=C1\SC(=O)NC1=O | 97 | -0.4
COC(=O)c1ccccc1NC(=O)Cn1ncc2c(=O)oc3ccccc3c21 | 103 | 1
C(=N\OCc1nc2c3cnn(-c4ccccc4)c3ncn2n1)/c1ccccc1 | 136 | 3.8
COC(=O)c1ccc(-c2ccco2)n1Cc1cccc(C)c1 | 104 | 0.8
O=C(CSc1nc(-c2ccc(F)cc2)[nH]c1-c1ccccc1)NCC1CCCO1 (stereo not given) | 108 | -1.2
O=C1NC(=Nc2ccc(F)cc2)CS1 | 95 | -1.3
CC(NS(=O)(=O)c1ccc(F)cc1)C(c1cccs1)N1CCN(c2ccccc2)CC1 (stereo not given) | 102 | 0.4
O=C(OCc1ccc(-c2cc(C(F)(F)F)cc(C(F)(F)F)c2)o1)c1cccs1 | 101 | -0.5
Cc1cc(Nc2ccc(C)c(C)c2)n2cnnc2n1 | 102 | -1.6
O=c1n(Cc2ccccc2)nc2n1-c1ccccc1SC2 | 99 | -0.2
Cc1c(-c2ccccc2)oc2c(C(=O)OCCN3CCCCC3)cccc2c1=O | 99 | -0.1
Cc1cc(C)c(C#N)c(SC2CCCCC2=O)n1 (stereo not given) | 101 | 0.1
Cc1ccc(C)c(NC(=O)c2cc(S(=O)(=O)N3CCN(c4cccc(Cl)c4)CC3)ccc2F)c1 | 103 | -0.9
COC(OC)c1ccc(C#N)c(SCc2ccc(C)cc2)n1 | 108 | 1
O=C(CCNS(=O)(=O)c1ccc2c(c1)CCN2C(=O)C1CC1)N1CCN(c2ccccc2F)CC1 | 107 | 0
CC(CC(=O)NCc1ccccc1)S(=O)(=O)c1ccc2c(c1)NC(=O)CS2 (stereo not given) | 102 | -0.1

(listing goes on)
SMILES | PV pol inh | PV pol inh FP z-score
COCCCNC(=O)CSc1nc(-c2ccc(OC)cc2)[nH]c1-c1ccc(OC)cc1 | 107 | -1.4
CCC(=O)Oc1ccc(NC(=O)CSCc2ccccc2)cc1 | 100 | -0.2
COc1ccc(O)c(C(=O)c2cnc(Nc3nc(C)c4ccccc4n3)nc2)c1 | 148 | 5.6
COc1ccc(C2=NC(C)(C)N(CC(=O)Nc3ccc(F)c(F)c3)C2=O)cc1 | 105 | -0.2
CC(C)=CCCC1(C)C=Cc2c(O)c3c(c(CC=C(C)C)c2O1)OC12C(=CC4CC1C(C)(C)OC2(C/C=C(/C)C(=O)O)C4=O)C3=O (stereo not given) | 100 | 0.3
CC(C)c1ccc(NC(=O)Cn2cc(S(=O)(=O)Cc3ccccc3Cl)c3ccccc32)cc1 | 106 | 0
COc1ccc(CCNC(=O)c2cnc3sc(N4CCC(C)CC4)nn3c2=O)cc1OC | 105 | -0.3
CCc1ccccc1NS(=O)(=O)c1ccc(-c2coc(C)n2)cc1 | 105 | -0.6
CC(C)(C)OC(=O)N1CCC(c2c(C(=O)NC3CCN(Cc4ccccc4)CC3)cnn2-c2ccc(F)cc2F)CC1 | 114 | 1.5
CN(C(=O)CSc1nnc(Nc2ccccc2F)s1)C1CCCCC1 | 103 | -0.1
Cc1cccc(C)c1NC(=O)c1sc(-n2nc(C)c(Cc3ccc4c(c3)OCO4)c2C)nc1C | 102 | -0.1
CCN(CC)C(=O)c1csc(Nc2ccc(OC)cc2)n1 | 104 | 0.5
Nc1nonc1-c1nc2ccccc2n1CC(=O)Nc1cccc(C(F)(F)F)c1 | 124 | 4.6
O=C(Cn1cnc2ccc(Cl)cc2c1=O)N(c1ccccc1)C1CCS(=O)(=O)C1 (stereo not given) | 107 | 0.5
CC(Oc1ccccc1-c1ccccc1)c1n[nH]c(=S)n1-c1ccccc1 (stereo not given) | 105 | 0.2
CCc1ccc(NC(=O)c2sc3nc(C)c(Cl)c(C)c3c2NC(=O)c2ccccc2)cc1 | 105 | 0.1
COc1ccc(CCNC(N)=S)cc1OC | 105 | 1
CC(=O)N1C(O)CCN1c1ccccc1 (stereo not given) | 104 | 0.5
CCCn1c(CCC(=O)Nc2ccc(OCC)cc2)nc2cccnc21 | 109 | 0.6
Cn1c(=NC(=O)C2COc3ccccc3O2)sc2ccccc21 (stereo not given) | 105 | 0.1
Cc1cc(=O)[nH]c2nnc(SCc3cccc(F)c3)n12 | 105 | -0.5
O=C1CC(C(=O)Nc2nncs2)C(c2ccccc2)O1 (stereo not given) | 103 | 0.7
CCCN(CCC)C(=O)Cn1c(=O)n(-c2ccc(C)c(C)c2)c(=O)c2c3c(sc21)CCCCC3 | 103 | -0.8
Cc1ccc(NC(=O)CSc2nc(-c3cccs3)nc3cc(=O)[nH]n23)cc1C | 102 | -0.9
Cc1cc2ccccc2n1CC(=O)Nc1cccc(C(=O)NC2CC2)c1 | 102 | 0
Cc1ccc(-c2nc(CS(=O)CC(=O)N3CCN(c4ccccc4)CC3)c(C)o2)cc1 (stereo not given) | 105 | 0
CN(CC(=O)NC1CCCc2ccccc21)c1nnc(N2CCCC2=O)s1 (stereo not given) | 103 | 0.7
CN1CCN(C(=O)C(=O)Nc2c3c(nn2-c2ccc(Cl)cc2)CSC3)CC1 | 108 | 0.5
CCOC(=O)c1c(C)[nH]c(C)c1C(=O)CN1C(=O)NC(CC(C)C)C1=O (stereo not given) | 107 | 0.6
CCN1CCN(c2ncc3c(n2)CCN(Cc2ccc(OC)c(OC)c2)C3)CC1 | 109 | 0.6
CCC(=O)N1CCc2cc(S(=O)(=O)CCC(=O)NCc3cccs3)ccc21 | 102 | 0
Cc1ccc(CNC(=O)CCc2c(C)nc3c4cccnc4nn3c2C)cc1 | 102 | 0
Cc1ccc(S(=O)(=O)N2CCC(N(C)CCC(C)C)CC2)cc1 | 101 | -0.7
COc1ccc(-c2cc(C(F)(F)F)n3nc(C(=O)Nc4cc(Cl)cc(Cl)c4)cc3n2)cc1 | 108 | 1
O=C(O)CNC(=O)c1cc(-c2ccc(Cl)cc2)nc2ccccc12 | 101 | -0.5
N#C/C(=C(/O)CCN1C(=O)c2ccccc2C1=O)c1nc2ccccc2[nH]1 | 105 | 0.7
Cc1ccc(-n2nnnc2CNC(=O)c2cc(C(F)(F)F)cc(C(F)(F)F)c2)cc1C | 102 | -1.3
COCC(C)n1c(C)cc(C(=O)COC(=O)[C@@H]2CCCN2C(=O)c2cccs2)c1C (stereo not given in full) | 104 | 0.1
COC(=O)c1c(-c2cccs2)csc1NC(=O)c1ccc(C(C)(C)C)cc1 | 77* | -2.5*
Cc1ccc(-c2nn(-c3ccccc3)cc2C(=O)N(C)C2CCN(C)CC2)cc1 | 104 | 0.9
Cc1[nH]c2ccc(C(=O)O)cc2c1C | 103 | -0.2
Cc1cc(C)c2c(=O)c3c(oc2c1)C(=O)N(Cc1ccc(F)cc1)C3c1cccc(O)c1 (stereo not given) | 111 | 0.7
O=C(Nc1cccc2nsnc12)c1ccc(-c2cccc(Cl)c2)o1 | 105 | 1
COC(=O)c1ccc(NC(=O)C2C3CCC(C3)C2C(=O)O)cc1 (stereo not given) | 103 | 0.4
Cc1ccc(NCc2ccc(Cl)nc2)c(NCc2ccc(Cl)nc2)c1 | 99 | -0.6
CSc1ccc(-c2nc(CSCC(=O)NC3CC3)c(C)o2)cc1 | 99 | -0.7
N#Cc1ccccc1CN1C(=O)c2cccc3cccc1c23 | 102 | 0
CC(=O)c1cccc(NC(=O)c2cc(C)nc3c2c(C)nn3-c2cccc(Cl)c2C)c1 | 108 | -0.1
CC(=O)Oc1ccc2c(c1)oc(=O)c1c3cc(OC(C)=O)c(OC(C)=O)cc3oc21 | 101 | 0.1
COc1ccc(-c2nnc(SC/C(O)=C(\C#N)c3nc4ccccc4s3)n2CC2CCCO2)cc1 (stereo not given) | 103 | 0.3
Nc1ccc(Sc2ccc(N)cc2C(=O)O)c(C(=O)O)c1 | 101 | 0.1

Not all compounds are listed; rates above refer to the full screens.
